AGP1 TOR yeast: modulators of AGP1-GFP expression in yeast TOR pathway, primary screen, cell-based, multiplex flow cytometry, S. cerevisiae, MLPCN library. 3 h; GFP as percent of DMSO wells. GFP response vs DMSO, % at 10 µM. actives 0.02% (n = 320,000);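 active = GFP response relative to DMSO above a set limit, near screen average plus 3 SD, cut at about 150% in these data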;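 also: median GFP channel fluorescence of the gated AGP1 strain per well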
proCasp3 act: activators of human procaspase-3 D3A mutant, primary screen, biochemical, absorbance, PC-3 D3A mutant, single concentration; activation, % at 8.5 µM; actives 0.11% (n = 330,000); Caspase-3 (Homo sapiens), P42574; recombinant procaspase-3 D3A, Ac-DEVD-pNA absorbance 405 nm;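 active = activation above the mean of all tested compounds plus 3 SD, cut at about 21% in these data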;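 also: 0% = DMSO alone and 100% = DMSO wells spiked with extra 5 µM PC-3 D3A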
Target sequence (P42574 whole entry D9A/D28A/D175A): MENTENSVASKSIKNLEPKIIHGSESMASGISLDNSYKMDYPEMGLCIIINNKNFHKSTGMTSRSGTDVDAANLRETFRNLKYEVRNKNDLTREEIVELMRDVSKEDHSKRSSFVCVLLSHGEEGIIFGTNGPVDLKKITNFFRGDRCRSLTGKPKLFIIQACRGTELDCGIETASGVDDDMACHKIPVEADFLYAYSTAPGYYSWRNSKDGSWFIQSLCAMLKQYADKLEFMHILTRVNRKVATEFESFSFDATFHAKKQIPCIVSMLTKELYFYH
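System: Procaspase-3 D3A mutant. Medium: Zinc-free 300 mM NaCl, 50 mM HEPES, 0.01% Triton X-100. Schedule: 1 h preincubation plus 2 h reaction at 25 °C. Measured by: 405 nm absorbance of p-nitroaniline, reads at 0 and 120 min. Read-out: percent activation relative to control range.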
CIT2 TOR yeast: modulators of CIT2-GFP expression in yeast, primary screen, S. cerevisiae, GFP fusion, multiplex flow cytometry, MLPCN library | actives 0.065% (n = 320,000) | AID 2029, 2009 | S. cerevisiae CIT2-GFP strain, 3 h; 100 means same as DMSO wells | GFP response vs DMSO, % at 10 µM;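 active = GFP response relative to DMSO above a set limit, near the screen mean plus 3 SD, cut at about 150% in these data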;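 also: ratio of well median GFP fluorescence to mean of DMSO wells on the plate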
LAP4-GFP MLPCN: modulators of LAP4-GFP expression in yeast, primary screen, S. cerevisiae, multiplex flow cytometry, MLPCN library; AID 2023, 2009; actives 0.34% (n = 320,000); 3 h; median GFP as percent of DMSO wells; GFP response vs DMSO, % at 10 µM;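 active = GFP response vs DMSO above a set limit, about the screen mean plus 3 SD, cut at about 150% in these data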
AHR activator: AHR activators, primary screen, cell-based, luminescence, luciferase reporter, human; Aryl hydrocarbon receptor (Homo sapiens), P35869; actives 2.5% (n = 320,000); activation, % at 5 µM; AHR-responsive luciferase reporter cells; in the data active = activation above about 47%;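 also: 0% = vehicle wells and 100% = reference agonist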
procasp7 counter: procaspase-7 activators, primary screen, counter-screen for procaspase-3 activator project, biochemical, absorbance, HTS, human; recombinant procaspase-7, Ac-DEVD-pNA absorbance 405 nm; D23A/D198A/D206A triple mutant, cannot self-cleave; scale: DMSO 0, 5 µM enzyme 100; activation, % at 8.5 µM; actives 0.093% (n = 330,000); AID 463210, 2010;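 active = percent activation above the screen-wide mean plus 3 SD, cut at about 25% in these data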
Target sequence (P55210 whole entry D23A/D198A/D206A): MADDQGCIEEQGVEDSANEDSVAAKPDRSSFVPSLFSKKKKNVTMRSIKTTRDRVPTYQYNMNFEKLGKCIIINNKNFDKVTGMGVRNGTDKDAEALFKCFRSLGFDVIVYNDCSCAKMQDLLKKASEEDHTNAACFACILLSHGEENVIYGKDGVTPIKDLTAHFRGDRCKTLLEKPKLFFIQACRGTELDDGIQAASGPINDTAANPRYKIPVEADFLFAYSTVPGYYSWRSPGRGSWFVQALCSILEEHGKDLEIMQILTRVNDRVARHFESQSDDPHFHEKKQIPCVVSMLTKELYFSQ
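Assay system: Uncleavable procaspase-7 mutant enzyme | Input: 2 µM procaspase-7 mutant as dispensed | Timing: 1 h compound preincubation, 2 h substrate cleavage, 25 °C | Repeats: One well per compound | Control set: DMSO wells as 0%, DMSO with 5 µM added PC-7 as 100% | Technique: Epi-absorbance of released pNA at 405 nm, two timepoints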
MEP2 TOR yeast: modulators of MEP2-GFP levels in yeast, primary screen, S. cerevisiae, multiplex flow cytometry, MLPCN library; S. cerevisiae MEP2-GFP strain, 3 h; 100% = DMSO control level; actives 0.51% (n = 330,000); GFP response vs DMSO, % at 10 µM;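 active = GFP response versus DMSO above a set limit, roughly screen mean plus 3 SD, cut at about 180% in these data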;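 also: median GFP fluorescence of the barcode-gated MEP2-GFP cells per well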
RPL19A-GFP yeast: RPL19A-GFP expression modulators in yeast, primary screen, cell-based, S. cerevisiae, multiplex flow cytometry, MLPCN. S. cerevisiae RPL19A-GFP strain, 3 h; stronger effect = lower value. percent response vs DMSO, % at 10 µM. actives 0.3% (n = 330,000). AID 2025, 2009;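 active = percent response vs DMSO below 50%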;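 also: median channel GFP fluorescence of the barcoded RPL19A-GFP strain; ratio of sample median GFP to plate DMSO average so 100% = DMSO; lower means less RPL19A-GFP as with rapamycin TOR inhibition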
Numbers without * were called inactive.

Results for COc1cc2cc(CN(CCc3ccccc3C)C(=S)NCCCN3CCOCC3)c(=O)[nH]c2cc1OC ?
AGP1 TOR yeast: 93.1; proCasp3 act: 7.0; CIT2 TOR yeast: 83.5; LAP4-GFP MLPCN: 97.3; AHR activator: 3.2; procasp7 counter: -1.0; MEP2 TOR yeast: 94.4; RPL19A-GFP yeast: 94.4

How did COc1ccccc1N(C)S(=O)(=O)c1ccc(C(=O)Nc2ccc(N3CCOCC3)cc2)cc1 do in these assays?
AGP1 TOR yeast: 104.0; proCasp3 act: -1.9; CIT2 TOR yeast: 102.4; LAP4-GFP MLPCN: 95.1; AHR activator: 2.7; procasp7 counter: -8.1; MEP2 TOR yeast: 99.2; RPL19A-GFP yeast: 102.5

How did COc1ccc(CCN(C)Cc2c(O)ccc3cc(Br)ccc23)cc1OC do in these assays?
AGP1 TOR yeast: 104.0; proCasp3 act: -5.2; CIT2 TOR yeast: 102.4; LAP4-GFP MLPCN: 101.0; AHR activator: 0.8; procasp7 counter: -7.3; MEP2 TOR yeast: 104.6; RPL19A-GFP yeast: 100.4

What do the screens show for `O=C(Cn1cncn1)N/N=C/c1cc([N+](=O)[O-])ccc1O`?
AGP1 TOR yeast: 30.0; proCasp3 act: -5.9; CIT2 TOR yeast: 118.0; LAP4-GFP MLPCN: 106.6; AHR activator: 2.5; procasp7 counter: 1.2; MEP2 TOR yeast: 125.3; RPL19A-GFP yeast: 87.7

What do the screens show for `CC(=O)c1cccc(NC(=O)C(OC(=O)c2cccs2)c2ccccc2)c1` (configuration not stated)?
AGP1 TOR yeast: 95.3; proCasp3 act: 5.1; CIT2 TOR yeast: 98.6; LAP4-GFP MLPCN: 88.3; AHR activator: 0.5; procasp7 counter: 3.1; MEP2 TOR yeast: 98.0; RPL19A-GFP yeast: 97.7

Results for Clc1ccc(Nc2ncnc3ccc(Br)cc23)cc1 ?
AGP1 TOR yeast: 79.9; proCasp3 act: -0.7; CIT2 TOR yeast: 76.0; LAP4-GFP MLPCN: 165.6*; AHR activator: 67.2*; procasp7 counter: -5.4; MEP2 TOR yeast: 88.6; RPL19A-GFP yeast: 91.5

What do the screens show for `COc1ccc(CN2CCN(CCCCOc3ccc(Cl)cc3)CC2)c(OC)c1OC`?
AGP1 TOR yeast: 104.2; proCasp3 act: 14.0; CIT2 TOR yeast: 105.3; LAP4-GFP MLPCN: 93.3; AHR activator: 3.6; procasp7 counter: 12.3; MEP2 TOR yeast: 107.8; RPL19A-GFP yeast: 106.3

How did O=c1onc(-c2cccnc2)n1-c1ccccc1F do in these assays?
AGP1 TOR yeast: 111.3; proCasp3 act: -2.0; CIT2 TOR yeast: 95.2; LAP4-GFP MLPCN: 127.0; AHR activator: 9.2; procasp7 counter: 7.9; MEP2 TOR yeast: 101.8; RPL19A-GFP yeast: 98.7

How did CCOC(=O)/C=C/C(=O)Nc1nccs1 do in these assays?
AGP1 TOR yeast: 96.5; proCasp3 act: -4.3; CIT2 TOR yeast: 97.9; LAP4-GFP MLPCN: 119.4; AHR activator: -3.8; procasp7 counter: 5.9; MEP2 TOR yeast: 130.3; RPL19A-GFP yeast: 103.3

Results for Cc1ccc(C)c(S(=O)(=O)N2CCN(C(=O)CCC(=O)c3cc(C)sc3C)CC2)c1 ?
AGP1 TOR yeast: 87.5; proCasp3 act: 2.9; CIT2 TOR yeast: 88.4; LAP4-GFP MLPCN: 99.6; AHR activator: 1.6; procasp7 counter: 5.2; MEP2 TOR yeast: 100.3; RPL19A-GFP yeast: 87.1

Results for CC(C)C(=O)N=c1sc2cc(F)cc(F)c2n1C ?
AGP1 TOR yeast: 96.7; proCasp3 act: -1.9; CIT2 TOR yeast: 97.0; LAP4-GFP MLPCN: 105.0; AHR activator: 36.7; procasp7 counter: 13.6; MEP2 TOR yeast: 96.8; RPL19A-GFP yeast: 96.8

Results for C=C(C)CNC(=S)N=Nc1c(O)[nH]c2ccc([N+](=O)[O-])cc12 ?
AGP1 TOR yeast: 99.8; proCasp3 act: 6.9; CIT2 TOR yeast: 104.0; LAP4-GFP MLPCN: 101.6; AHR activator: 25.7; procasp7 counter: 0.7; MEP2 TOR yeast: 96.2; RPL19A-GFP yeast: 99.6

What do the screens show for `CC1(C)CC2(C)OCCN2C(=S)N1` (configuration not stated)?
AGP1 TOR yeast: 109.5; proCasp3 act: 1.4; CIT2 TOR yeast: 106.8; LAP4-GFP MLPCN: 104.3; AHR activator: -1.2; procasp7 counter: 0.8; MEP2 TOR yeast: 98.7; RPL19A-GFP yeast: 99.6

How did CN(C)C(=O)c1c2c(nc3ccccc13)-c1ccccc1CC2 do in these assays?
AGP1 TOR yeast: 110.8; proCasp3 act: -3.5; CIT2 TOR yeast: 103.6; LAP4-GFP MLPCN: 97.5; AHR activator: 8.7; procasp7 counter: -5.0; MEP2 TOR yeast: 103.1; RPL19A-GFP yeast: 100.6

Results for O=C(c1cc(=O)c2ccccc2o1)N1CCN(c2ccccc2)CC1 ?
AGP1 TOR yeast: 103.0; proCasp3 act: 6.0; CIT2 TOR yeast: 100.5; LAP4-GFP MLPCN: 106.2; AHR activator: 0.7; procasp7 counter: -5.8; MEP2 TOR yeast: 97.0; RPL19A-GFP yeast: 105.7

How did N#CC1=C(N)Oc2n[nH]c(-c3cccs3)c2C1C1CCCCC1 (configuration not stated) do in these assays?
AGP1 TOR yeast: 103.0; proCasp3 act: -6.3; CIT2 TOR yeast: 98.8; LAP4-GFP MLPCN: 99.1; AHR activator: 1.3; procasp7 counter: 4.1; MEP2 TOR yeast: 93.8; RPL19A-GFP yeast: 101.5

What do the screens show for `CC1CCC(NC(=O)c2cc(S(=O)(=O)N3CCCCC3)ccc2N2CCOCC2)CC1` (configuration not stated)?
AGP1 TOR yeast: 108.7; proCasp3 act: 1.3; CIT2 TOR yeast: 105.4; LAP4-GFP MLPCN: 104.2; AHR activator: -0.9; procasp7 counter: 17.8; MEP2 TOR yeast: 102.2; RPL19A-GFP yeast: 103.0

Results for C#CCOCCOCCOCCNc1nc(N2CCOCC2)nc(N2CCN(C(=O)Cn3cc(CC(C)O)nn3)CC2)n1 (configuration not stated) ?
AGP1 TOR yeast: 91.8; proCasp3 act: 9.2; CIT2 TOR yeast: 87.8; LAP4-GFP MLPCN: 100.7; AHR activator: -2.7; procasp7 counter: 4.3; MEP2 TOR yeast: 97.3; RPL19A-GFP yeast: 106.2

What do the screens show for `Cc1c(NC(=S)N2CCN(c3cccc(Cl)c3)CC2)c(=O)n(-c2ccccc2)n1C`?
AGP1 TOR yeast: 91.8; proCasp3 act: 1.8; CIT2 TOR yeast: 97.3; LAP4-GFP MLPCN: 104.5; AHR activator: -0.1; procasp7 counter: 1.4; MEP2 TOR yeast: 89.7; RPL19A-GFP yeast: 91.2

Results for O=C(CCc1c[nH]c2ccccc12)Nc1ncccc1O ?
AGP1 TOR yeast: 89.0; proCasp3 act: -8.9; CIT2 TOR yeast: 106.1; LAP4-GFP MLPCN: 84.3; AHR activator: 10.4; procasp7 counter: -12.1; MEP2 TOR yeast: 109.6; RPL19A-GFP yeast: 100.4

What do the screens show for `CC(=O)NCc1nc2ccccc2n1C(C)C`?
AGP1 TOR yeast: 99.0; proCasp3 act: 5.1; CIT2 TOR yeast: 100.3; LAP4-GFP MLPCN: 101.3; AHR activator: 0.4; procasp7 counter: 2.8; MEP2 TOR yeast: 100.6; RPL19A-GFP yeast: 100.1

What do the screens show for `CSc1ccc(S(=O)(=O)NCc2ccccc2Cl)cc1`?
AGP1 TOR yeast: 96.0; proCasp3 act: 1.3; CIT2 TOR yeast: 101.6; LAP4-GFP MLPCN: 97.0; AHR activator: 1.2; procasp7 counter: -5.6; MEP2 TOR yeast: 104.0; RPL19A-GFP yeast: 96.0

What do the screens show for `COc1ccccc1CCC(=O)OCC(=O)NC1CC1`?
AGP1 TOR yeast: 107.2; proCasp3 act: -0.3; CIT2 TOR yeast: 95.9; LAP4-GFP MLPCN: 99.6; AHR activator: -1.6; procasp7 counter: 4.7; MEP2 TOR yeast: 96.3; RPL19A-GFP yeast: 103.5

Results for O=C(NC1=NCCS1)C1Cc2ccccc2CN1C(=O)c1ccccc1 (configuration not stated) ?
AGP1 TOR yeast: 105.9; proCasp3 act: -3.4; CIT2 TOR yeast: 101.4; LAP4-GFP MLPCN: 97.0; AHR activator: 7.6; procasp7 counter: -1.3; MEP2 TOR yeast: 100.5; RPL19A-GFP yeast: 100.7

How did CCCCc1ncc(CN2CCC(n3nccc3NC(=O)C(OC)c3ccccc3)CC2)[nH]1 (configuration not stated) do in these assays?
AGP1 TOR yeast: 105.8; proCasp3 act: 3.1; CIT2 TOR yeast: 102.2; LAP4-GFP MLPCN: 99.3; AHR activator: 0.7; procasp7 counter: 1.0; MEP2 TOR yeast: 103.7; RPL19A-GFP yeast: 104.7

What do the screens show for `COC(=O)c1c(C)[nH]c(C(=O)/C=C/c2ccccc2F)c1C`?
AGP1 TOR yeast: 111.4; proCasp3 act: -1.3; CIT2 TOR yeast: 103.5; LAP4-GFP MLPCN: 112.5; AHR activator: -9.2; procasp7 counter: 1.7; MEP2 TOR yeast: 106.9; RPL19A-GFP yeast: 101.4

Results for COc1ccccc1N(CN1C(=O)c2ccccc2C1=O)C(=O)c1cccc(C)c1 ?
AGP1 TOR yeast: 99.1; proCasp3 act: 7.4; CIT2 TOR yeast: 94.0; LAP4-GFP MLPCN: 98.3; AHR activator: 1.9; procasp7 counter: 14.3; MEP2 TOR yeast: 101.2; RPL19A-GFP yeast: 97.2

How did CC(=O)Oc1ccc(C(=O)Nc2ccccc2C(=O)N2CCCCC2)cc1 do in these assays?
AGP1 TOR yeast: 106.1; proCasp3 act: -7.1; CIT2 TOR yeast: 97.6; LAP4-GFP MLPCN: 103.3; AHR activator: 5.2; procasp7 counter: 2.5; MEP2 TOR yeast: 102.0; RPL19A-GFP yeast: 100.6

Sorted by heavy-atom count (descending): some entries from above.
How did CCCCc1ncc(CN2CCC(n3nccc3NC(=O)C(OC)c3ccccc3)CC2)[nH]1 (configuration not stated) do in these assays?
AGP1 TOR yeast: 105.8; proCasp3 act: 3.1; CIT2 TOR yeast: 102.2; LAP4-GFP MLPCN: 99.3; AHR activator: 0.7; procasp7 counter: 1.0; MEP2 TOR yeast: 103.7; RPL19A-GFP yeast: 104.7

What do the screens show for `CC1CCC(NC(=O)c2cc(S(=O)(=O)N3CCCCC3)ccc2N2CCOCC2)CC1` (configuration not stated)?
AGP1 TOR yeast: 108.7; proCasp3 act: 1.3; CIT2 TOR yeast: 105.4; LAP4-GFP MLPCN: 104.2; AHR activator: -0.9; procasp7 counter: 17.8; MEP2 TOR yeast: 102.2; RPL19A-GFP yeast: 103.0

What do the screens show for `Cc1c(NC(=S)N2CCN(c3cccc(Cl)c3)CC2)c(=O)n(-c2ccccc2)n1C`?
AGP1 TOR yeast: 91.8; proCasp3 act: 1.8; CIT2 TOR yeast: 97.3; LAP4-GFP MLPCN: 104.5; AHR activator: -0.1; procasp7 counter: 1.4; MEP2 TOR yeast: 89.7; RPL19A-GFP yeast: 91.2

Screening data (PubChem BioAssay)
